Screening results: PubChem, National Center for Advancing Translational Sciences (NCATS)
TDP43 rescue = TDP-43 toxicity inhibition in yeast; TDP-43 expressing yeast growth rescue, BacTiter-Glo, 24 h; Potency, µM (highest dose often 46.1 µM), for inactives: at the top dose growth rescue (activation), usual class: activators; actives 1.8% (n = 410,000); also: % of control where 0% means no effect; nearly all actives have a fitted effect of over 50% in size
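Yeast expressing TDP-43 (pregrown in raffinose, seeded at OD600=0.02 in galactose medium) exposed to compounds 24 hr at 30 deg C. Growth read by BacTiter-Glo luminescence; rescue of toxicity appears as increased signal.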
GLP-1R inv ag = acts as inverse agonist at human GLP-1 receptor; P43220; HEK293 GLP-1R CRE-luciferase, luminescence, 24 h; GLP-1R form is constitutively active; Potency, µM (series often up to 38.3 µM), for inactives: at the top dose activity change, negative = inhibition, usual class: inhibitors; actives 1.6% (n = 410,000); also: % is scaled to controls: 0 for no effect and ±100 for the full control effect; nearly all actives have a fitted effect of over 55% in size
Target sequence (P43220 whole entry, looked up): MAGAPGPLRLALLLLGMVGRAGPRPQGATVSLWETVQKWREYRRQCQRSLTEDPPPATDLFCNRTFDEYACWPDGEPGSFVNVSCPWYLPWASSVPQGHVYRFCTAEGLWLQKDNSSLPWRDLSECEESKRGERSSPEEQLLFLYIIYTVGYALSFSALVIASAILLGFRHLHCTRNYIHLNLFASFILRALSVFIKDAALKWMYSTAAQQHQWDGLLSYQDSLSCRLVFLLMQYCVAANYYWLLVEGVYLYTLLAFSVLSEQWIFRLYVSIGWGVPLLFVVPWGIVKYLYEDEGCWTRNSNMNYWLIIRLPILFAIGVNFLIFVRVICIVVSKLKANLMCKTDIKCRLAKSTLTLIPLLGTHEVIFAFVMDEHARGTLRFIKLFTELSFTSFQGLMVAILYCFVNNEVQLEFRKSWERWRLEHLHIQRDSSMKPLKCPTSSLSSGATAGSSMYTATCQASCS
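Luminescence readout: a drop in cAMP-driven luciferase signal flags inverse agonism at a constitutively active GLP-1R stably expressed in HEK293. Compound exposure lasted 24 hr at 37 deg C, 5% CO2.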
HT1080 IDH1KD tx = toxicity to HT-1080 IDH1 knockdown cells (counter line); HT-1080 IDH1 knockdown viability, ATP luminescence, 48 h; Potency, µM (doses to about 46.1 µM), for the others: top-dose activity, negative = toxicity, actives largely listed as cytotoxic; actives 2% (n = 360,000); AID 686971;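 also: 0% = DMSO wells and -100% = cell-free medium wells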
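Knockdown cells (IDH1KD HT-1080) received compounds 2 h after plating at 750 cells/well and were kept 48 h at 37 °C in 5% FBS RPMI. A CellTiter-Glo luminescence read gave % activity for curve fitting.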
HT1080NT lethal = kills 2HG-producing HT-1080-NT fibrosarcoma cells. Potency, µM (series often up to 46.1 µM), without a hit: at the highest dose activity, negative = less viability, usual class: cytotoxic. HT-1080-NT fibrosarcoma viability, CellTiter-Glo ATP luminescence, 48 h. actives 1.6% (n = 360,000). AID 686970;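 also: NT is the 2HG producing partner of a matched IDH1 knockdown line; 0% = DMSO-treated cells and -100% = media-only wells without cells; nearly all actives have a fitted effect of over 55% in size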
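A 48-hour cytotoxicity screen used HT-1080-NT cells plated 2 hours before compound delivery. ATP-based CellTiter-Glo luminescence measured viability, normalized to DMSO and no-cell controls.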
GLP1R ag = activates the human GLP-1 receptor | actives 0.007% (n = 380,000) | P43220 | Potency, µM (series often up to 45.6 µM), without a hit: at the highest dose activation, most hits filed as activators | AID 624172 | HEK293 GLP-1R CRE-luciferase, luminescence, 4-6 h; cells express a hypersensitive GLP-1R form; also: % of control where 0% means no effect
KB-V1 cytotox = kills drug-selected multidrug resistant KB-V1 cells; KB-V1 MDR cells viability, CellTiter-Glo, 72 h; Potency, µM (highest dose often 46.1 µM), without a hit: at the top dose activity change, negative = cytotoxicity, actives largely listed as cytotoxic; actives 3.4% (n = 400,000); also: % is scaled to controls: 0 for no effect and ±100 for the full control effect; nearly all actives have a fitted effect of over 60% in size
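Cells of the MDR subline KB-V1 are plated, dosed with compound at multiple concentrations, and incubated 72 h at 37 degrees C; CellTiter-Glo is then added and luminescence read after 10 min.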
HEK293 tox = cytotoxicity counter-screen for GLP-1 receptor inverse agonists. actives 0.13% (n = 410,000). Potency, µM (titrated, usually from 38.3 µM), for the others: at the top dose activity change, negative = inhibition, actives largely listed as inhibitors. HEK293 cAMP-luciferase reporter cells, luminescence, 24 h;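 also: loss of luciferase light is scored as toxicity; % is scaled to controls: 0 for no effect and ±100 for the full control effect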
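Compound-treated cells are incubated 24 hr at 37 deg C under 5% CO2 after a 12 hour attachment period, then luciferase detection reagent is added and luminescence is measured following 12 min at room temperature; lowered signal indicates toxicity.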
SW480 rerep = inducers of DNA re-replication in SW480 colon cancer cells | AID 624297 | Potency, µM (top dose mostly 46.1 µM), for inactives: at the top dose re-replication activation, hits mostly activators | actives 1.8% (n = 340,000) | SW480 DNA re-replication, Hoechst DNA content imaging, 48 h; also: % of control where 0% means no effect; nearly all actives have a fitted effect of over 55% in size
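Quantitative HTS format with DMSO vehicle controls; 48 hr drug incubation at 37 C, then 40 min Hoechst staining and scanning imager measurement at 405 nm excitation.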
KB-3-1 cytotox = KB-3-1 parental cell cytotoxicity | KB-3-1 viability, CellTiter-Glo ATP luminescence, 72 h | Potency, µM (highest dose often 46.1 µM), inactives show top-dose activity change, negative = cytotoxic, usual class: cytotoxic | actives 1.4% (n = 400,000) | AID 1347075; also: % is scaled to controls: 0 for no effect and ±100 for the full control effect; nearly all actives have a fitted effect of over 60% in size
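Parental KB-3-1 viability, qHTS format: 72 h compound exposure, 37 °C; CellTiter-Glo; media-only wells and DMSO plates as controls; concentration-effect fits on corrected data.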
The depositor's hits bear a star; ? = inconclusive; . = not tested or not shown; [ ] = dose if it differs, or a comment. Calls follow the shape of the dose curve; as a rule, active = well fitted curve in the direction sought with a large enough effect; inconclusive = small, poorly fitted or top-dose-only effect, or another doubt; inactive = no such curve, though single readings can be large; an effect the other way counts as inactive or inconclusive. Potency is read from the fitted curve at half-maximal effect.

Values in the order: TDP43 rescue | GLP-1R inv ag | HT1080 IDH1KD tx | HT1080NT lethal | GLP1R ag | KB-V1 cytotox | HEK293 tox | SW480 rerep | KB-3-1 cytotox
Cc1ccccc1NC(=O)CSc1nnc(Cc2ccccc2)c(=O)n1N
 : 2% | 0% | -2% | -4% | -4% | 1% | -2% | 11% | 11%
Cc1cccc(NC(=O)CCCCCN2C(=O)[C@@H]3Cc4ccccc4CN3C2=O)c1
 : 27% | -20% | 3% | 8% | 5% | -28% | 0% | 1% | 5%
COC(=O)c1sc(N)nc1C(C)(C)C
 : 8% | 3% | 1% | 9% | -5% | 0% | -9% | -7% | ?
Cc1ccc(CNC(=O)c2c(Nc3c(C)cccc3C)sc(C(=O)c3ccccc3)c2N)cc1
 : 20% | 7.1µM* | . | . | . | ? | -24% | . | ?
Cc1cc(-c2ccccc2)n2ncnc2n1
 : 18% | 34%[activator] | 6% | 9% | -2% | 0% | -14% | -24% | 2%
COc1cc2ccccc2cc1C(=O)OCC(=O)N1CCOCC1
 : 6% | 0% | 13% | 9% | 25% | 17% | -15% | -6% | -1%
O=C(Cn1cnc([N+](=O)[O-])n1)N/N=C/c1cc(Cl)ccc1O
 : -9% | -29% | ? | ? | -1% | -28% | -21% | 1% | -20%
COc1cc(OC)cc(-c2c(-c3ccc(F)cc3)c3cc(-c4ccc5cc[nH]c5c4)ccc3n2C)c1
 : 0% | ? | -19% | -7% | -6% | 13% | -19% | ? | 0%
CCOCCc1nn2c(=O)cc(COC(=O)c3ccc4c(c3)OCO4)nc2s1
 : -11% | 9% | . | . | . | 0% | 3% | . | 4%
COc1ccc(NS(=O)(=O)c2ccc(NC(=O)C3CC3)cc2)cc1
 : 21% | -7% | 2% | -1% | 1% | . | -2% | -3% | .
CC(=O)Nc1ccccc1-c1ccccc1[N+](=O)[O-]
 : -6% | 5% | -2% | 4% | 1% | -5% | -1% | -7% | 0%
CCOc1ccc(S(=O)(=O)n2cc(-c3ccc(F)cc3)c(N)n2)cc1
 : 1% | ? | ? | 1% | 1% | 16µM* | 3% | -7% | -18%
Cc1cc(NC(=O)Cc2c(F)cccc2Cl)no1
 : -21% | 2% | -10% | 5% | -6% | -2% | 5% | ? | -3%
CCOc1ccccc1CN1CCN(Cc2ccc(C)o2)CC1CCO (stereo not given)
 : 5% | -11% | -6% | -9% | 9% | 22% | 4% | 4% | 3%
COc1ccc(Br)cc1CN(C)CC(=O)Nc1ccccc1Cl
 : 15% | ? | 16% | 4% | 10% | ? | 1% | -17% | -17%

Some of the entries above, reformatted:
smiles: CCOc1ccc(S(=O)(=O)n2cc(-c3ccc(F)cc3)c(N)n2)cc1
- TDP43 rescue = 1%
- GLP-1R inv ag = ?
- HT1080 IDH1KD tx = ?
- HT1080NT lethal = 1%
- GLP1R ag = 1%
- KB-V1 cytotox = 16µM*
- HEK293 tox = 3%
- SW480 rerep = -7%
- KB-3-1 cytotox = -18%
smiles: Cc1cc(NC(=O)Cc2c(F)cccc2Cl)no1
- TDP43 rescue = -21%
- GLP-1R inv ag = 2%
- HT1080 IDH1KD tx = -10%
- HT1080NT lethal = 5%
- GLP1R ag = -6%
- KB-V1 cytotox = -2%
- HEK293 tox = 5%
- SW480 rerep = ?
- KB-3-1 cytotox = -3%
smiles: CCOc1ccccc1CN1CCN(Cc2ccc(C)o2)CC1CCO (stereo not given)
- TDP43 rescue = 5%
- GLP-1R inv ag = -11%
- HT1080 IDH1KD tx = -6%
- HT1080NT lethal = -9%
- GLP1R ag = 9%
- KB-V1 cytotox = 22%
- HEK293 tox = 4%
- SW480 rerep = 4%
- KB-3-1 cytotox = 3%
smiles: COc1ccc(Br)cc1CN(C)CC(=O)Nc1ccccc1Cl
- TDP43 rescue = 15%
- GLP-1R inv ag = ?
- HT1080 IDH1KD tx = 16%
- HT1080NT lethal = 4%
- GLP1R ag = 10%
- KB-V1 cytotox = ?
- HEK293 tox = 1%
- SW480 rerep = -17%
- KB-3-1 cytotox = -17%

(listing goes on)
Values in the order: TDP43 rescue | GLP-1R inv ag | HT1080 IDH1KD tx | HT1080NT lethal | GLP1R ag | KB-V1 cytotox | HEK293 tox | SW480 rerep | KB-3-1 cytotox
CCCc1cc(C(=O)Nc2ccn(Cc3ccc(C)cc3)n2)no1
 : 10% | ? | 5% | 11% | 0% | 10% | 0% | -1% | -5%
CCOC(=O)c1c(NC(=O)c2cc(-c3ccc(O)cc3)on2)sc(C(C)=O)c1C
 : 23% | 8% | 5% | 22% | -3% | ? | -6% | 6% | ?
CSc1nc2c(ccc3ccccc32)o1
 : ? | 9% | 10% | 19% | -2% | 18% | -14% | -3% | 14%
Cc1ccc(NC2CCCN(C(=O)C3CCCCC3)C2)cc1C (stereo not given)
 : 26% | ? | -7% | -2% | -5% | -2% | 1% | 9% | -2%
COc1ccc(-n2c(=O)cc(N3CCOCC3)[nH]c2=O)cc1
 : -16% | 9% | 3% | 17% | -10% | -14% | 1% | -5% | 16%
Cc1cc(-c2cc(C(=O)NCc3ccccc3)on2)nc(NC2CCCC2)n1
 : 6% | ? | 0% | -8% | 24% | -11% | 11% | 4% | 0%
COC(=O)c1nc(NC(=O)C(C)C)n[nH]1
 : -17% | -14% | 5%[9.24 µM] | -8% | -1% | 5% | 46%[activator] | 5% | 3%
CCOC(=O)c1c(C)[nH]c(C(=O)OC(C)C(=O)NC2CCCCC2C)c1C (stereo not given)
 : 24% | 21% | -19% | ? | 6% | 14% | 2% | -7% | 3%
CCOC(=O)N1CCN(c2c(N3CCN(c4ccccn4)CC3)c(=O)c2=O)CC1
 : 8% | -2% | -6% | 0% | -3% | -15% | 3% | -15% | -11%
CCCOc1ccc(N2CC(C(=O)Nc3ccccc3C(=O)NCc3ccco3)CC2=O)cc1 (stereo not given)
 : -13% | -18% | -12% | -1% | -8% | -25% | -4% | -2% | -26%
COc1ccc(NC(=O)c2cc(C3CCCCN3C(=O)c3ccc(NC(C)=O)cc3)on2)c(C)c1 (stereo not given)
 : 13% | -17% | 0% | 3% | 15% | 2% | -6% | . | 0%
NC(=O)Nc1ccccc1C(=O)N1CCC(O)(c2ccc(Cl)cc2)CC1
 : 7% | -7% | 12% | 10% | -15% | 6% | -3% | -3% | 6%
O=C(/C=C\c1cn(-c2ccccc2)nc1-c1ccc2c(c1)OCCO2)N1CCOCC1
 : ? | -12% | -14% | -13% | 12% | ? | -5% | -70%[inhibitor] | 3%
COc1ccccc1-c1c(C(F)(F)F)oc2cc(OC(=O)c3ccc([N+](=O)[O-])cc3)ccc2c1=O
 : -10% | -27% | -4% | -8% | 2% | 4% | -1% | -8% | 0%
CC(C)C[C@@H]1Cc2[nH]c(=S)[nH]c(=O)c2[C@H](CCc2ccccc2)O1
 : 12% | ? | 0% | -6% | 3% | 0% | 17% | . | ?

Entries of single compounds as entered above.
Listed for NC(=O)Nc1ccccc1C(=O)N1CCC(O)(c2ccc(Cl)cc2)CC1 = TDP43 rescue = 7%; GLP-1R inv ag = -7%; HT1080 IDH1KD tx = 12%; HT1080NT lethal = 10%; GLP1R ag = -15%; KB-V1 cytotox = 6%; HEK293 tox = -3%; SW480 rerep = -3%; KB-3-1 cytotox = 6%
Listed for CSc1nc2c(ccc3ccccc32)o1 = TDP43 rescue = ?; GLP-1R inv ag = 9%; HT1080 IDH1KD tx = 10%; HT1080NT lethal = 19%; GLP1R ag = -2%; KB-V1 cytotox = 18%; HEK293 tox = -14%; SW480 rerep = -3%; KB-3-1 cytotox = 14%

Next entries
Values in the order: TDP43 rescue | GLP-1R inv ag | HT1080 IDH1KD tx | HT1080NT lethal | GLP1R ag | KB-V1 cytotox | HEK293 tox | SW480 rerep | KB-3-1 cytotox
O=c1n(-c2ccc(Br)cc2)cnn1-c1ncccc1[N+](=O)[O-]
 : 7% | -20% | -2% | 2% | 5% | -14% | -2% | -8% | -13%
Cc1cc(C)nc(N2CCC(C(=O)NC3CCCCCC3)CC2)n1
 : -10% | 0% | 7% | 9% | -3% | -6% | 4% | -2% | 9%
CCn1cc(C(=O)NN)c(=O)c2cc(F)c(N3CCN(C)CC3)cc21
 : 9% | 1% | 0% | 8% | 8% | -11% | 7% | 2% | -3%
Cc1cc2ncc(-c3ccc(Cl)cc3)cn2n1
 : 20% | 46%[activator] | 17% | 15% | -7% | 2% | -1% | -4% | -10%
COc1ccc(N2CCN(c3ccc([N+](=O)[O-])nc3)CC2)cc1
 : -18% | 23% | 24% | 21% | 3% | ? | -3% | -14% | -2%
COc1ccc(-n2nc(C(=O)NCC(=O)Nc3cccc(NC(C)=O)c3)c3ccccc3c2=O)cc1
 : -1%[9.22 µM] | -26% | 0% | -8% | 7% | -4% | -11% | -8% | -1%
CC(=O)N(c1cc(C)ccc1C)c1ccccc1[N+](=O)[O-]
 : 0% | ? | -8% | -18% | 10% | 0% | -15% | 10% | -1%
c1ccc(NCc2nc3ccccc3n2CCOc2ccccc2)cc1
 : 4% | -28% | -6% | 2% | -5% | ? | 1% | . | 0%
Cc1ccc2c(C)c(C(=O)N3CCN(c4ncccn4)CC3)oc2c1C
 : ? | -32% | -12% | -14% | 11% | . | -1% | 4% | .
CCN(Cc1ccc(OC)c(F)c1)C(=O)c1cc2ccccc2o1
 : 19% | ? | -15% | -17% | ? | -21% | 10% | ? | -12%

As entered above:
Cc1ccc(CNC(=O)c2c(Nc3c(C)cccc3C)sc(C(=O)c3ccccc3)c2N)cc1 in GLP-1R inv ag has 7.1µM*
O=C(/C=C\c1cn(-c2ccccc2)nc1-c1ccc2c(c1)OCCO2)N1CCOCC1 in HT1080 IDH1KD tx has -14%
